# TR SRC2 fluor cs: Total Fluorescence Counterscreen for Inhibitors of the Interaction of Thyroid Hormone Receptor and Steroid Receptor Coregulator 2; TRb/SRC2 Texas Red total fluorescence interference; Potency, µM (doses to about 106 µM), inactives show top-dose fluorescence change, negative = quenching; 280,000 compounds, 0.29% hits; active = well fitted curve in either direction with a large enough effect; inconclusive = small, poorly fitted or top-dose-only effect
#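 Human TRb ligand-binding domain at 0.6 uM with 20 nM Texas Red SRC2 peptide in Tris buffer containing 1 uM T3 and 5% DMSO, incubated with compound 5 h at ambient temperature. Total fluorescence (555/632 nm) calculated as parallel + 2 × perpendicular.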
# TRb SRC2 PPI: qHTS for Inhibitors of the Interaction of Thyroid Hormone Receptor and Steroid Receptor Coregulator 2 | 280,000 compounds, 0.065% hits | Thyroid hormone receptor beta (Homo sapiens), P10828 | TRbeta-SRC2 peptide binding, fluorescence polarization; receptor liganded with 1 µM T3 | AID 1469, 2008 | Potency, µM (series often up to 106 µM), for inactives: top-dose activity change, negative = inhibition, hits mostly inhibitors;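 note: plate controls were bound peptide for no effect and peptide without receptor for full effect; nearly all actives have a fitted effect of over 50% in size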
#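 Compounds were added to 0.6 uM TRb ligand-binding domain and 20 nM Texas Red-labeled SRC2 peptide in Tris buffer containing 1 uM T3, incubated 5 hr at ambient temperature, then read by fluorescence polarization.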
# GAA glycogen mod: qHTS Assay for Inhibitors and Activators of Human alpha-Glucosidase Cleavage of Glycogen; Lysosomal alpha-glucosidase (Homo sapiens), P10253; recombinant GAA, glycogen substrate, Amplex Red glucose oxidase fluorescence; Potency, µM (doses to about 76.4 µM), without a hit: top-dose activity change, negative = inhibition, most hits filed as inhibitors; 300,000 compounds, 0.38% hits;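 note: 0% = full enzyme reaction and -100% = no-enzyme basal signal; the screen sought inhibitors and activators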
#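 Natural-substrate format: glycogen cleavage by 4 nM human enzyme, glucose read by Amplex Red coupling (Ex 573, Em 610 nm). Normalized to enzyme and no-enzyme controls.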
# RECQ1 inh: qHTS Assay for Inhibitors of RecQ-Like Dna Helicase 1 (RECQ1) | ATP-dependent DNA helicase Q1 (Homo sapiens), P46063 | RECQ1 DNA unwinding, red fluorescence kinetic read | Potency, µM (top dose mostly 57.3 µM), for inactives: top-dose activity, negative = inhibition, usual class: inhibitors | 240,000 compounds, 0.54% hits;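 note: plate controls were vehicle for no effect and no enzyme for full effect; nearly all actives have a fitted effect of over 30% in size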
# Target sequence (P46063 whole entry, looked up): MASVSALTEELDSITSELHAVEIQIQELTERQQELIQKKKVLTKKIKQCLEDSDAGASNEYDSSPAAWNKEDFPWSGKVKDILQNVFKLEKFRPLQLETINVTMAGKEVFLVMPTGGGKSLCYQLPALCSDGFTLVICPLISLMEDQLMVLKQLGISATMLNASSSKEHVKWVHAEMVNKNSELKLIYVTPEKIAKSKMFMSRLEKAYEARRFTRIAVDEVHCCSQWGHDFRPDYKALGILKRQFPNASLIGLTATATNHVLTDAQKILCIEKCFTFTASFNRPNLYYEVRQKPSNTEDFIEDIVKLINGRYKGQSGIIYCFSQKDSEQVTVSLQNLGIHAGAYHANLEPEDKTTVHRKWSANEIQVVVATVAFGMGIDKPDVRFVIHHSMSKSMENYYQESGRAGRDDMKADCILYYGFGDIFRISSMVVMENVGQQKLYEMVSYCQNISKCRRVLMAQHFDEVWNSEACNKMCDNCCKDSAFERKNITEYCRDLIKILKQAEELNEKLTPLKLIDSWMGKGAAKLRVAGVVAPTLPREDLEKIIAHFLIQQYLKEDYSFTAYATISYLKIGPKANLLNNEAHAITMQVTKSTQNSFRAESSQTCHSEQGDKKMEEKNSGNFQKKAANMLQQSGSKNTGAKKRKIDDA
#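 RECQ1T1 50 nM; forked duplex (20 bp + 30-nt ss tails) 200 nM, ATP 2 mM final; pH 8.0, 2 mM MgCl2, 2.5 ug/ml poly(dI-dC); 15 min compound preincubation; discontinuous kinetic read over 2 h at RT.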
# aGlu spleen mod: qHTS Assay for Inhibitors and Activators of Human alpha-Glucosidase From Spleen Homogenate; Lysosomal alpha-glucosidase (Homo sapiens), P10253; human spleen homogenate, 4-MU-alpha-glucoside fluorescence; Potency, µM (highest dose often 79.9 µM), without a hit: at the top dose activity change, negative = inhibition, hits mostly inhibitors; 240,000 compounds, 0.006% hits;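 note: 0% = enzyme with vehicle and -100% = no enzyme basal signal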
#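 Human spleen homogenate (1 ug) with 4-methylumbelliferyl-alpha-D-glucopyranoside (1 mM final) in 50 mM citrate/phosphate pH 5.0, 0.01% Tween-20; 40 min at 37 C. Stopped at pH 10; 4-MU fluorescence Ex 365/Em 440 nm; AC50 by Hill fit.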
# GAA inh: qHTS Assay for Inhibitors of Human alpha-Glucosidase as a Potential Chaperone Treatment of Pompe Disease; Potency, µM (titrated, usually from 76.9 µM), without a hit: top-dose activity change, negative = inhibition, actives largely listed as inhibitors; purified human GAA, 4-MU-alpha-glucoside fluorescence; AID 1466, 2008; 200,000 compounds, 0.005% hits;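 note: plate controls were uninhibited enzyme wells for no effect and no-enzyme background for full effect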
#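 Enzyme (4 nM final) mixed with compound (up to 77 uM), then 4-MU-alpha-D-pyranoside (400 uM final) added; 20 min at room temperature, pH 5.0. Reaction stopped at pH 10, fluorescence read, AC50 derived by Hill fit.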
# L3MBTL1 inh: qHTS Assay for the Inhibitors of L3MBTL1 | Lethal(3)malignant brain tumor-like protein 1 (Homo sapiens), Q9Y468 | Potency, µM (doses to about 57.1 µM), for inactives: at the top dose activity, negative = inhibition, hits mostly inhibitors | 230,000 compounds, 0.66% hits | AlphaScreen L3MBTL1–H3K9me1 peptide binding; note: nearly all actives have a fitted effect of over 60% in size
#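 AlphaScreen proximity signal between nickel-chelate acceptor and streptavidin donor beads (final 10 ug/mL) reports binding of 50 nM L3MBTL1 to 75 nM biotin-H3 K9me1 peptide; complex incubated with compounds 30 min at room temperature; cefsulodin titration as control.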
# GoLoco inh red: qHTS Assay for Inhibitors of RGS12 GoLoco Motif Activity (Red Fluorophore) | Guanine nucleotide-binding protein G(i) subunit alpha-1 (Homo sapiens), P63096 | Gai1:RGS12 GoLoco peptide FP, rhodamine, 10 min | Potency, µM (titrated, usually from 61.6 µM), for the others: at the top dose activity, negative = inhibition, usual class: inhibitors | 230,000 compounds, 0.44% hits; active = well fitted inhibition curve with a large enough effect, not every such curve was filed as active; inactive = no such curve, though single readings can be large or run the other way; note: nearly all actives have a fitted effect of over 30% in size; many of its hits are not listed in these tables
# Target sequence (P63096 whole entry, looked up): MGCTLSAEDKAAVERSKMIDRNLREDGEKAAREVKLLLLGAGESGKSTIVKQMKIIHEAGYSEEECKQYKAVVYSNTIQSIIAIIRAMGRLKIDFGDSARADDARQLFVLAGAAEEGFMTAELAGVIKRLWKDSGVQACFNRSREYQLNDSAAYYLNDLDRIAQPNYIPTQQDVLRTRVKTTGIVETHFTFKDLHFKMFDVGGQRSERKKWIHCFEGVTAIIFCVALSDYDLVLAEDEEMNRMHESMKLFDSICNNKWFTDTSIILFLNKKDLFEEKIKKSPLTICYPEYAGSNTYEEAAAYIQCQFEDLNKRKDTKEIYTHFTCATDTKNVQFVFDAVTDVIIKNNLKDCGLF
# The depositor's hits bear a star; i = inactive; ? = inconclusive; · = no result given; [ ] = another dose, or the depositor's remark. Unless noted, calls come from the whole dose curve; as a rule, active = well fitted curve in the direction sought with a large enough effect; inconclusive = small, poorly fitted or top-dose-only effect, or another doubt; inactive = no such curve, though single readings can be large; an effect the other way counts as inactive or inconclusive. Unless noted, % is set by controls: 0 for no effect and ±100 for the full control effect; potency is the fitted concentration of half-maximal effect. A portion of the library; the hit share may differ from the screen's.
mol	TR SRC2 fluor cs	TRb SRC2 PPI	GAA glycogen mod	RECQ1 inh	aGlu spleen mod	GAA inh	L3MBTL1 inh	GoLoco inh red
Cc1cc(C)c2nc(N3CCCC(C(=O)N4CCC(C(N)=O)CC4)C3)sc2c1 (stereo unspecified)	-2%	-6%	-16%	-6%	0%	0%	·	-6%
CCCCCC/C(=N/O)c1ccccn1	-3%	-12%	-10%	-7%	-12%	6%	-3%	1%
Cc1ccc(C2CC2c2n[nH]c(=S)n2-c2cccc(C)c2)cc1 (stereo unspecified)	-2%	2%	5%	3%	-9%	-4%	-18%	6%
CCOC(=O)C1CCCN(C2CCN(Cc3nc(Cc4ccccc4)no3)CC2)C1 (stereo unspecified)	-4%	-2%	7%	-2%	-3%	0%	0%	1%
CC1=NNC(=O)c2ccccc2O1	-5%	-2%	-5%	i	-3%	10%	-2%	-1%
COC(=O)c1ccc(CSc2n[nH]c(=S)s2)o1	2%	-1%	-14%	4%	-7%	-7%	·	-14%
CCNS(=O)(=O)c1ccc(CCC(=O)NCCc2ccc(OC)cc2)cc1	3%	0%	1%	i	7%	0%	2%	-7%
CCCCCC(=O)Nc1ccc(Cc2ccncc2)cc1	1%	9%	-11%	-6%	-7%	-7%	9%	0%
COc1cccc(-c2cc(C(=O)N3CCN(Cc4ccccc4)CC3)no2)c1	-2%	0%	-17%	-11%	-6%	-4%	3%	·
CC1(C(=O)NCc2cccnc2)CCC(=O)N1CCc1ccccc1 (stereo unspecified)	-6%	-5%	-3%	1%	3%	1%	-3%	8%
COc1ccc(/C=C/C(=O)NC(=S)NNC(=O)c2cccnc2)cc1OC	-6%	0%	-19%	-8%	-3%	-8%	7%	10%
Cc1ccc(OCc2ccc(C(=O)N3CCOCC3)cc2)cc1C	-1%	-5%	-3%	0%	-9%	?	2%	8%
Oc1ccc(/C=N/n2cnn(Cc3ccccc3Cl)c2=S)c(O)c1	0%	4%	5%	-6%	-3%	4%	-7%	7%
CCCn1c(-c2ccc[nH]c2=O)nc2cc(C)c(C)cc21	-7%	-9%	-1%	i	1%	?	30%	2%
CSc1ncccc1C(=O)OCC(=O)N(C)C1CCS(=O)(=O)C1 (stereo unspecified)	1%	4%	3%	i	-4%	-11%	·	-21%
COc1ccc(N2CCN(C(=O)C3CCN(S(=O)(=O)c4ccc(C)cc4)CC3)CC2)cc1	-5%	-3%	5%	27%	-1%	10%	-26%	11%
C[C@@H]1CC[C@]2(C(=O)O)CC[C@]3(C)C(=CCC4[C@@]5(C)C[C@@H](O)[C@H](O)[C@@](C)(CO)C5[C@H](O)C[C@]43C)C2[C@H]1C (stereo partly specified)	-18%	-2%	·	i	4%	·	·	-29%
COc1ccc(/C=N/Nc2ccc([N+](=O)[O-])cc2)cc1Cn1cc([N+](=O)[O-])cn1	4%	-6%	1%	i	0%	-13%	·	23%
Clc1ccccc1-c1nc(-c2cccnc2)no1	2%	3%	5%	-1%	0%	2%	·	3%
CCn1c(SCC(=O)Nc2cc(C)c(Cl)cc2OC)nnc1-c1ccco1	-1%	2%	3%	i	-14%	-7%	-1%	-6%
O=C(Nc1nc2ccccc2[nH]1)C1CCCO1 (stereo unspecified)	-2%	-3%	0%	-6%	-7%	-15%	-1%	-12%
Cc1cc(C(=O)Cn2nnc(-c3ccc(Cl)cc3)n2)c(C)n1CC1CCCO1 (stereo unspecified)	1%	-16%	2%	-7%	-7%	6%	-6%	25%
Cn1c2c(c(=O)n(C)c1=O)CN(Cc1ccco1)CN2	-1%	-6%	2%	i	3%	-6%	6%	1%
O=C(CSc1nc2ccccc2o1)Nc1ccccc1N1CCOCC1	-6%	2%	6%	-17%	0%	1%	·	61%[activator]
CCOCCCNC(=O)CCc1ccc(S(=O)(=O)Nc2ccc(C)cc2)cc1	-1%	2%	-8%	-5%	-15%	-6%	2%	10%
NC(=O)CC[C@H](NC(=O)c1ccc(F)cc1)C(=O)OCC(=O)Nc1c(F)c(F)c(F)c(F)c1F	2%	3%	9%	-13%	-5%	2%	13%	9%
COc1cccc(/C=N/Nc2ccc(C(=O)O)cc2)c1O	-9%	5%	?	i	5%	3%	·	10%
CC1=NNC(=O)C1C(c1ccccc1)C(C#N)C#N (stereo unspecified)	0%	-16%	-18%	-6%	4%	-2%	·	-6%
CC1(COc2ccc(C[C@H]3SC(=O)NC3=O)cc2)CCCCC1	-1%	0%	·	6%	-1%	·	·	-5%
O=C(NCc1ccccc1F)C1CCCN1C(=O)NCc1ccccc1 (stereo unspecified)	1%	-5%	-6%	5%	-4%	-5%	7%	-4%
O=C1NC(=S)SC1=C1CCCCCC1	-3%	4%	-6%	-4%	-4%	-15%	-12%	115%[activator]
Cc1cc(N/N=C/c2ccc(O)cc2O)nc(-c2ccccc2O)n1	-4%	4%	-20%	-10%	-6%	-1%	0%	-4%
O=C(/C=C/c1ccco1)Nc1nc(-c2ccccn2)cs1	-5%	-1%	2%	-1%	-4%	-3%	·	10%
COc1ccc(NC(=O)CCN2C(=O)c3ccc([N+](=O)[O-])cc3C2=O)c(OC)c1	-1%	-4%	-14%	i	-2%	6%	-1%	9%
Cn1c(SCC(=O)Nc2cccc(S(=O)(=O)NC3=NCCCCC3)c2)nnc1-c1ccncc1	0%	0%	3%	i	-3%	5%	7%	-8%
CCCc1c(C(=O)Nc2ccc(F)cc2C)cnn1-c1ccccc1	-1%	-2%	-2%	-8%	0%	2%[15.4 µM]	-4%	-3%
c1coc(-c2nnc3sc(-c4cccs4)nn23)c1	-4%	3%	-2%	i	-9%	-15%	·	9%
Cc1cccc(-n2c(=O)[nH]c3c(C(N)=O)nc(CC(C)C)nc32)c1	4%	2%	7%	-19%	-4%	?	11%	1%
CN(c1ccccc1)S(=O)(=O)c1cccc(NC(=O)CSc2nnc(N)s2)c1	-3%	-2%	1%	-11%	-11%	-3%	7%	2%
C=C(C)COc1ccc(-c2[nH]ncc2-c2ccc(OC)cc2)c(O)c1	-3%	-5%	-17%	-15%	-6%	·	-22%	0%
O=C1c2ccccc2C(=O)N1CCCOc1ccccc1	-3%	-4%	2%	6%	4%	-12%	25%	9%
COc1ccc(OC)c2c(C)cc(N3CCN(C(=O)c4ccc(F)cc4)CC3)nc12	-3%	-11%	-2%	10%	-1%	-1%	·	0%
COc1ccc(C2CC(C(F)(F)F)n3nc(C(=O)O)cc3N2)cc1OC (stereo unspecified)	1%	-2%	0%	-10%	-10%	-3%	4%	-9%
O=S(=O)(c1ccc2c(c1)OCCO2)N1CCC(n2nnc3cc(C(F)(F)F)ccc32)CC1	-1%	-9%	-6%	-13%	-5%	-3%	-6%	9%
CCc1nc2sc3ccccc3c(=O)c2c(=O)n1Cc1ccc(OC)cc1	-2%	3%	-5%	i	-2%	·	-7%	13%
COc1ccc(CNC(=O)CCc2nc(-c3ccccc3F)no2)c(OC)c1	0%	-1%	6%	-4%	-3%	-2%	7%	-7%
COc1ccc(-c2cc(-c3ccccc3)n[nH]2)c(O)c1	-4%	-3%	11%	-7%	-2%	3%	-3%	1%
COc1ccc(S(=O)(=O)Cc2ccc(C(=O)NCc3ccco3)o2)cc1	-5%	-5%	-32%	-7%	-7%	-5%	·	4%
Cc1cc(NC(=O)CNC(=O)C2CCCCC2)no1	0%	3%	-5%	-4%	2%	3%	6%	1%
OCCCCCNc1ncnc2ccccc12	-2%	-7%	8%	-3%	-5%	-13%	-1%	3%

# Single records, from the list above. Order of values: TR SRC2 fluor cs	TRb SRC2 PPI	GAA glycogen mod	RECQ1 inh	aGlu spleen mod	GAA inh	L3MBTL1 inh	GoLoco inh red
# `C=C(C)COc1ccc(-c2[nH]ncc2-c2ccc(OC)cc2)c(O)c1` in the list: -3%	-5%	-17%	-15%	-6%	·	-22%	0%
# `COc1ccc(CNC(=O)CCc2nc(-c3ccccc3F)no2)c(OC)c1` in the list: 0%	-1%	6%	-4%	-3%	-2%	7%	-7%
# `CCCc1c(C(=O)Nc2ccc(F)cc2C)cnn1-c1ccccc1` in the list: -1%	-2%	-2%	-8%	0%	2%[15.4 µM]	-4%	-3%

# (next part)
mol	TR SRC2 fluor cs	TRb SRC2 PPI	GAA glycogen mod	RECQ1 inh	aGlu spleen mod	GAA inh	L3MBTL1 inh	GoLoco inh red
Cc1c(NC(=O)C(C)OC(=O)c2ccc(Br)o2)c(=O)n(-c2ccccc2)n1C (stereo unspecified)	-1%	6%	9%	i	1%	9%	1%	9%
COc1cc(NC(=O)c2ccc(C)c([N+](=O)[O-])c2)ccc1NC(=O)c1ccco1	1%	0%	1%	i	3%	1%	·	-4%
COC(=O)c1sccc1NC(=O)c1c(-c2ccccc2)noc1C	-5%	1%	1%	-7%	-4%	-1%	22%	5%
CCC(c1nnc(SCC(=O)N2CC3(C)CC2CC(C)(C)C3)o1)N(C)C (stereo unspecified)	-6%	2%	-1%	-2%	-2%	-3%	0%	1%
CC(=O)n1c2ccccc2c2c1c1ccccc1n2C	1%	-9%	3%	i	-2%	?	1%	5%

# 2 entries from above, with two lines to a compound:
# Values run as follows: TR SRC2 fluor cs, TRb SRC2 PPI, GAA glycogen mod, RECQ1 inh, aGlu spleen mod, GAA inh, L3MBTL1 inh, GoLoco inh red
- CCC(c1nnc(SCC(=O)N2CC3(C)CC2CC(C)(C)C3)o1)N(C)C (stereo unspecified)
  -6%, 2%, -1%, -2%, -2%, -3%, 0%, 1%
- Cc1c(NC(=O)C(C)OC(=O)c2ccc(Br)o2)c(=O)n(-c2ccccc2)n1C (stereo unspecified)
  -1%, 6%, 9%, i, 1%, 9%, 1%, 9%
